BLM inh – Bloom syndrome helicase (human) inhibition | hit rate 0.2% among 350,000 | P54132 | AID 2528 | Potency, µM (top dose mostly 56.1 µM), without a hit: at the highest dose activity change, negative = inhibition, actives largely listed as inhibitors | recombinant BLM DNA unwinding, fluorescence dequenching;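 further: potency means the concentration at half of the fitted maximal effect; plate controls were vehicle for no effect and no enzyme for full effect; nearly all actives have a fitted effect of over 35% in size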
POLB inh – DNA polymerase beta (human) inhibition. P06746. Pol beta primer extension/strand displacement, fluorescence kinetic. Potency, µM (series often up to 114 µM), for the others: top-dose activity change, negative = inhibition, most hits filed as inhibitors. hit rate 1.3% among 340,000; further: potency means the concentration at half of the fitted maximal effect; on the % scale 0 is the no-effect control and ±100 the full control effect
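10 nM enzyme + cpd, 15 min RT; start with substrate 50 nM final; read 0 min and after 10 min RT. Corrected, normalized data; 4-parameter Hill curve fit.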
PGK inhibitor – blocks T. brucei phosphoglycerate kinase | P07378 | Potency, µM (highest dose often 57.5 µM), inactives show top-dose activity change, negative = inhibition, actives largely listed as inhibitors | PGK/GAPDH coupled, Kinase-Glo luminescence, 60 min | hit rate 0.043% among 380,000; further: potency means the concentration at half of the fitted maximal effect; on the % scale 0 is the no-effect control and ±100 the full control effect; nearly all actives have a fitted effect of over 60% in size
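Recombinant glycosomal PGK reaction used 1,3-bisphosphoglycerate generated in-well by GAPDH (100nM final) in 100mM TEA pH 7.6, 5mM MgCl2, 0.01% Tween-20. After 60 minutes at room temperature, ATP was read by Kinase-Glo Plus luminescence end-point.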
Anesthetic bind – binds horse apoferritin like a general anesthetic | P02791 | apoferritin/1-aminoanthracene competitive binding, fluorescence | Potency, µM (highest dose often 77.5 µM), without a hit: at the top dose activity change, negative = displacement, most hits filed as inhibitors | hit rate 0.074% among 350,000; further: potency means the concentration at half of the fitted maximal effect; on the % scale 0 is the no-effect control and ±100 the full control effect; nearly all actives have a fitted effect of over 20% in size
Target sequence (P02791 2-175 limits assumed): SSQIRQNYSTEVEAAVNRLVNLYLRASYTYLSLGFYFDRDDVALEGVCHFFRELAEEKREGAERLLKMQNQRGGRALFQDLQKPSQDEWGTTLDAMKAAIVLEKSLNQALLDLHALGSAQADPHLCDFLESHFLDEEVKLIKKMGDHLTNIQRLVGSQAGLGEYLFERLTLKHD
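In PBS, apoferritin at 10 uM is loaded with 1-AMA from a 50% saturated solution. After 10 min of compound exposure at ambient temperature, reduced 535 nm fluorescence indicates probe displacement.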
POLI inh – inhibitors of human DNA polymerase iota. hit rate 1% among 390,000. Pol iota fluorescent replication assay, 10 min. Potency, µM (doses to about 115 µM), for inactives: at the top dose activity, negative = inhibition, actives largely listed as inhibitors. Q9UNA4; further: potency means the concentration at half of the fitted maximal effect
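Fluorescent replication assay read twice, at 0 min and 10 min after adding 50 nM (final) substrate. Enzyme (10 nM) and compounds were first incubated 15 min at room temperature; enzyme-free buffer wells were negative controls.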
POLH inh – blocks human DNA polymerase eta activity; hit rate 1.2% among 390,000; AID 588591; recombinant Pol eta, fluorescent DNA replication assay; Potency, µM (top dose mostly 114 µM), for the others: top-dose activity change, negative = inhibition, most hits filed as inhibitors; further: potency means the concentration at half of the fitted maximal effect; on the % scale 0 is the no-effect control and ±100 the full control effect
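Pol eta at 10 nM preincubated with compounds 15 min at room temperature; reaction started with fluorescent substrate (50 nM final) and read kinetically at 0 and 10 min.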
POLK inh – DNA polymerase kappa (human) inhibition | Q9UBT6 | purified Pol kappa, fluorescent DNA synthesis assay, 10 min | Potency, µM (highest dose often 107 µM), for inactives: at the highest dose activity, negative = inhibition, usual class: inhibitors | hit rate 0.53% among 400,000; further: potency means the concentration at half of the fitted maximal effect; on the % scale 0 is the no-effect control and ±100 the full control effect
Target sequence (Q9UBT6 whole entry, looked up): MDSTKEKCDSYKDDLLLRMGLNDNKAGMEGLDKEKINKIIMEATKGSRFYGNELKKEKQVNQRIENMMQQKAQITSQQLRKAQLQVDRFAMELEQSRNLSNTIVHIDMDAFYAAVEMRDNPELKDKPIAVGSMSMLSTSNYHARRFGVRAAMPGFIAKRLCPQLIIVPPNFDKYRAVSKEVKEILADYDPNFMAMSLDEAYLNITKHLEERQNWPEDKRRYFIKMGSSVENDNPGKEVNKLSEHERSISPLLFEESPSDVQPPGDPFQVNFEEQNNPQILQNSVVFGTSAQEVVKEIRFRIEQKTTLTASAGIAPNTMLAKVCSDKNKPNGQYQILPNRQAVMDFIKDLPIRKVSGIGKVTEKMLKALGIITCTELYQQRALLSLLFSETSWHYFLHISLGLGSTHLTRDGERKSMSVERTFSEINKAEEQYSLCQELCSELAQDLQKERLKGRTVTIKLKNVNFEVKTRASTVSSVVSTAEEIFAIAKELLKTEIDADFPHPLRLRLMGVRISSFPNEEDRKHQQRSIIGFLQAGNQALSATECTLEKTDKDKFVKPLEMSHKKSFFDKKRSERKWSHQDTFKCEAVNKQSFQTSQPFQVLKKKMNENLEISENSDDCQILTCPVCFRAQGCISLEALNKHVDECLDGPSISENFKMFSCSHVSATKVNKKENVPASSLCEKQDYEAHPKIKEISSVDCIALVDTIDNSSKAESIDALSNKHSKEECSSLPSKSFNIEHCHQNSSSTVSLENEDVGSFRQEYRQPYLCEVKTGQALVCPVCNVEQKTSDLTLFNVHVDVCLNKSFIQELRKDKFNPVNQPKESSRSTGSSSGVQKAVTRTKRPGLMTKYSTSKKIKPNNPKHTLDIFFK
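Pol kappa 10 nM + cpd, 15 min RT; start w/ substrate 50 nM final; fluorescence kinetic read, 0 and 10 min. Neg ctrl: buffer, no enzyme.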
RXFP1 antagonist – blocks the human relaxin receptor RXFP1; Q9HBX9; activity change, negative = inhibition, % at 57.5 µM; HEK293-RXFP1, relaxin-stimulated cAMP HTRF, 30 min; hits give low values; hit rate 0.59% among 350,000;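 active means activity change of -60% or lower, but not beyond a set lower limit; inconclusive means change between -60% and -40%, or beyond the set limit; inactive means change above -40%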; further: on the % scale 0 is the no-effect control and ±100 the full control effect
APE1 inh – APE1 (human) endonuclease inhibition | hit rate 0.35% among 350,000 | Potency, µM (series often up to 65.8 µM), for inactives: at the top dose activity change, negative = inhibition, actives largely listed as inhibitors | recombinant APE1, TAMRA/BHQ-2 abasic DNA cleavage fluorescence | P27695;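 further: potency means the concentration at half of the fitted maximal effect; plate controls were vehicle for no effect and reference inhibitor for full effect; nearly all actives have a fitted effect of over 55% in size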
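Enzyme (0.75 nM final) and test compound are incubated 15 min at room temperature before adding 50 nM quenched THF abasic-site duplex. Cleavage dequenches TAMRA, followed at 525/598 nm over three reads one minute apart.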
* hit, by the source's call; [ ] = another dose, or the depositor's remark. Unless noted, the call rests on the fitted dose curve; in most records, active means well fitted curve in the direction sought with a large enough effect; inconclusive means small, poorly fitted or top-dose-only effect, or another doubt; inactive means no such curve, though single readings can be large; an effect the other way counts as inactive or inconclusive.

Screening O=C(CSc1ccc([N+](=O)[O-])cc1)NNC(=O)c1ccccc1F returned BLM inh -3.0%, POLB inh 28.6%, PGK inhibitor -1.1%, Anesthetic bind -3.4%, POLI inh 35.6%[activator], POLH inh -14.4%, POLK inh 0.6%, RXFP1 antagonist -7.4 and APE1 inh 22.6%.
`O=C(O)c1ccc(-c2ccccc2)[nH]1` gave BLM inh 1.5%, POLB inh 9.4%, PGK inhibitor -8.6%, Anesthetic bind -6.9%, POLI inh 25.8%, POLH inh -14.8%, POLK inh -3.7%, RXFP1 antagonist 4.0 and APE1 inh inconclusive.
`O=C(Nc1cccc(-c2cccc(F)c2)c1)C1CCN(CC2CCOC2)CC1` (stereo not given) gave BLM inh -2.2%, POLB inh 20.2%, PGK inhibitor -6.5%, Anesthetic bind -8.4%, POLI inh -9.7%, POLH inh -16.4%, POLK inh -10.1%, RXFP1 antagonist -19.3 and APE1 inh 11.6%.
Cc1ccc(CNC(=O)CSc2c(C)cnc3c2c(=O)n(C)c(=O)n3C)cc1 was read as BLM inh 0.3%, POLB inh -14.8%, PGK inhibitor 3.2%, Anesthetic bind -2.5%, POLI inh -23.7%, POLH inh -18.3%, POLK inh -11.3%[60.1 µM] and RXFP1 antagonist 5.5.
Cc1ccc(N2C(=O)[C@@H]3CSC(c4ccc(F)cc4)N3C2=O)cc1 (stereo not given in full) was read as BLM inh -7.3%, POLB inh 1.2%, PGK inhibitor 8.0%, Anesthetic bind 48.2%[activator], POLI inh -6.0%, POLH inh -10.3% and POLK inh -25.8%.
Screening Clc1ncnc2scc(-c3ccc(Br)cc3)c12 returned BLM inh -3.0%, POLB inh 43.2%, PGK inhibitor -5.3%, Anesthetic bind -6.5%, POLI inh -11.8%, POLH inh -2.7%, POLK inh -3.7%, RXFP1 antagonist -11.0 and APE1 inh 18.2%.
Screening CC(=O)Oc1ccc2c(=O)c(/C=N/c3cc(=O)[nH]c(=S)[nH]3)coc2c1 returned BLM inh 0.1%, POLB inh -16.9%, PGK inhibitor -16.2%, Anesthetic bind -3.2%, POLI inh inconclusive, POLH inh inconclusive, POLK inh -21.9%, RXFP1 antagonist 0.7 and APE1 inh 5.9%.
Screening CC(=O)c1c(-c2ccc(Cl)cc2)c2ccccc2[nH]c1=O returned BLM inh 0.7%, POLB inh 0.2%, PGK inhibitor -10.0%, Anesthetic bind -10.5%, POLI inh 8.5%, POLH inh -2.5%, POLK inh -2.2%, RXFP1 antagonist -12.2 and APE1 inh -10.1%.
Screening CC(=O)N1CCOc2cc(S(=O)(=O)NCc3ccc(C)cc3)c(C)cc21 returned BLM inh -4.8%, POLB inh 11.2%, PGK inhibitor inactive, Anesthetic bind 5.6%, POLI inh 11.7%, POLH inh -0.9%, POLK inh 0.1% and RXFP1 antagonist 3.4.
`COc1ccc(CNC(=O)c2cc(COc3c(F)cccc3F)on2)cc1OC` gave BLM inh 2.6%, POLB inh 11.0%, PGK inhibitor 0.5%, Anesthetic bind inconclusive, POLI inh inconclusive, POLH inh -15.6%, POLK inh -1.3%, RXFP1 antagonist 2.6 and APE1 inh 0.0%.
For Cc1ccc(CNC(=O)CN(CCc2ccccc2)S(C)(=O)=O)cc1 the results were BLM inh -1.5%, POLB inh 5.9%, PGK inhibitor inactive, Anesthetic bind -7.7%, POLI inh 111.0%[activator], POLH inh -11.3%, POLK inh 2.4%, RXFP1 antagonist 2.3 and APE1 inh -0.4%.
CCOC(=O)CSC(=S)NC(=O)c1ccc(OC)cc1 was read as BLM inh -1.9%, POLB inh 22.4%, PGK inhibitor -7.8%, Anesthetic bind -0.5%, POLI inh 4.9%, POLH inh 4.9%, POLK inh -9.1% and APE1 inh 3.4%.
`Cc1cc(NC(=O)COC(=O)C2CC(=O)N(c3ccccc3)C2)no1` (stereo not given) gave BLM inh -2.6%, POLB inh 62.0%, PGK inhibitor -5.3%, Anesthetic bind -9.3%, POLI inh 16.1%, POLH inh -2.5%, POLK inh 2.0%, RXFP1 antagonist -1.9 and APE1 inh -9.5%.
For Cc1ccc(Cl)cc1NC(=O)COC(=O)CN1C(=O)C2CCCCC2C1=O (stereo not given) the results were PGK inhibitor -8.6%, POLI inh 32.2%[activator], POLH inh -10.5%, POLK inh 5.4%, RXFP1 antagonist 12.9 and APE1 inh -7.9%.
CC(=O)Nc1ccc(N=c2cc([N+](=O)[O-])cc(Cl)n2O)cc1 was read as BLM inh -5.1%, POLB inh 3.2%, PGK inhibitor -6.3%, Anesthetic bind 1.5%, POLI inh 25.8%, POLH inh -5.5%, POLK inh -1.1%, RXFP1 antagonist 12.0 and APE1 inh 37.9%.
`NC(=O)C1CCN(c2ccc(C(F)(F)F)cc2[N+](=O)[O-])CC1` gave BLM inh -5.7%, POLB inh 1.9%, PGK inhibitor -6.5%, Anesthetic bind -22.7%, POLI inh 0.6%, POLH inh -8.9%, POLK inh 3.0%, RXFP1 antagonist -2.0 and APE1 inh -3.1%.
For CCOC(=O)c1c(NC(=O)C(C)S(=O)(=O)c2cn(CC)c3ccccc23)sc2c1CCCC2 (stereo not given) the results were BLM inh -6.1%, POLB inh -2.5%, PGK inhibitor 0.5%, Anesthetic bind -1.2%, POLI inh -0.5%, POLH inh -26.9%, POLK inh 3.1%, RXFP1 antagonist -1.8 and APE1 inh -0.5%.
For CC1CCC/C(=C\Nc2ccccc2C(=O)O)C1=O (stereo not given) the results were BLM inh -1.5%, POLB inh 4.1%, PGK inhibitor -12.2%, Anesthetic bind -7.5%, POLI inh 3.8%, POLH inh -9.1%, POLK inh -3.7%, RXFP1 antagonist 6.6 and APE1 inh -4.3%.
`CC(C)(C)NC(=O)C(c1ccc(OCC(N)=O)cc1)N(C(=O)c1cccnc1)C1CC1` (stereo not given) gave BLM inh 0.1%, POLB inh 15.6%, PGK inhibitor -9.5%, Anesthetic bind -4.6%, POLI inh 8.7%, POLH inh 8.5%, POLK inh -4.3%, RXFP1 antagonist 0.3 and APE1 inh 9.7%.
For Cc1cccc(NC(=O)c2cc[n+]([O-])cc2)c1C the results were BLM inh 0.8%, POLB inh 50.3%, PGK inhibitor -3.0%, Anesthetic bind 3.8%, POLI inh 27.3%, POLH inh -7.7%, POLK inh -7.0%, RXFP1 antagonist -3.6 and APE1 inh -16.5%.
`C/C(=N/OCC(=O)Nc1ccc(C)cc1C)c1cccs1` gave BLM inh -1.2%, POLB inh -3.1%, PGK inhibitor -0.7%, Anesthetic bind inconclusive, POLI inh -4.6%, POLH inh -2.1%, POLK inh -10.5%, RXFP1 antagonist -5.3 and APE1 inh 2.4%.
For COC(=O)Cc1ccc(N(Cc2ccccc2F)S(=O)(=O)c2ccc(C)cc2)cc1 the results were BLM inh -14.2%, POLB inh -2.5%, PGK inhibitor -1.1%, Anesthetic bind 21.2%, POLI inh 27.0%, POLH inh -16.6%, POLK inh 7.8%, RXFP1 antagonist -2.7 and APE1 inh 9.7%.
Screening Cn1c(N)c(C(=O)COC(=O)/C=C/c2ccccc2F)c(=O)n(C)c1=O returned PGK inhibitor 5.5%, POLI inh 105.1%[activator], POLH inh -21.8%, POLK inh -4.2%, RXFP1 antagonist -2.2 and APE1 inh 0.6%.
`COc1ccccc1OCc1ccc(C(=O)OCC2CCCO2)o1` (stereo not given) gave BLM inh -0.4%, POLB inh -1.4%, PGK inhibitor -0.2%, Anesthetic bind -6.0%, POLI inh 4.0%, POLH inh 4.2%, POLK inh 1.6%, RXFP1 antagonist -22.3 and APE1 inh -2.3%.
Screening CN=Cc1sc2ccccc2c1O returned BLM inh -1.9%, POLB inh 2.9%, PGK inhibitor -8.1%[11.5 µM], Anesthetic bind -13.3%, POLI inh 7.0%, POLH inh -6.0%, POLK inh -2.8%, RXFP1 antagonist 7.2 and APE1 inh -0.1%.
For COC(=O)[C@]1(C)CCC[C@@]2(C)C3CC[C@]4(OC(C)=O)C[C@@]3(CCC21)CC4=NO (stereo not given in full) the results were PGK inhibitor 6.5%, POLI inh 1.3%, POLH inh -17.8%, POLK inh -11.7% and APE1 inh -8.2%.
For CCOC(=O)c1ccc2nc(C(F)(F)F)[nH]c(=O)c2c1 the results were BLM inh 0.4%, POLB inh -2.7%, PGK inhibitor inactive, Anesthetic bind -12.4%, POLI inh -7.4%, POLH inh -15.7%, POLK inh -2.3%, RXFP1 antagonist -10.4 and APE1 inh -1.0%.
`COc1ccc(C(CC(=O)Nc2cc([N+](=O)[O-])ccc2OC)c2ccccc2)cc1` (stereo not given) gave BLM inh -4.7%, POLB inh -0.9%, PGK inhibitor 5.7%, Anesthetic bind -14.0%, POLI inh 0.0%, POLH inh -13.6%, POLK inh -8.4%, RXFP1 antagonist -7.1 and APE1 inh -3.3%.
Screening CN1CC[C@@]2([C@@]34CCN(C)C3Nc3ccccc34)c3ccccc3NC12 (stereo not given in full) returned PGK inhibitor -0.6%, POLI inh 32.3%[activator], POLH inh -20.5% and POLK inh -15.1%.
CSc1snnc1-c1ccccc1 was read as BLM inh 1.9%, POLB inh 0.6%, PGK inhibitor -3.5%, Anesthetic bind -18.5%, POLI inh 18.3%, POLH inh -3.8%, POLK inh -8.3%, RXFP1 antagonist 7.5 and APE1 inh -1.4%.
`COc1ccc(OC)c(S(=O)(=O)NCCC(C)C)c1` gave BLM inh -5.0%, POLB inh 0.4%, PGK inhibitor 5.3%, Anesthetic bind -11.1%, POLI inh 44.8%[activator], POLH inh -6.6%, POLK inh -1.1%, RXFP1 antagonist -27.2 and APE1 inh -1.2%.
Screening COc1cc(CNCc2ccccc2)c(Br)cc1OC1CCCC1 returned BLM inh -5.0%, POLB inh 14.4%, PGK inhibitor -4.7%, Anesthetic bind inconclusive, POLI inh 64.0%[activator], POLH inh -19.4%, POLK inh -8.7%, RXFP1 antagonist -60.9* and APE1 inh 2.1%.
Screening Cc1ccc(C)c(S(=O)(=O)N2CCN(c3nc(-c4cccnc4)nc4ccccc34)CC2)c1 returned PGK inhibitor -9.3%, POLI inh -13.9%, POLH inh -8.9%, POLK inh 7.4%, RXFP1 antagonist -18.8 and APE1 inh 22.7%.

From PubChem BioAssay

An excerpt, so the mix of outcomes need not match the whole.
